Screening data from PubChem BioAssay.
DAGLB inh = diacylglycerol lipase beta (human) inhibition; hit rate 0.059% among 340,000; AID 504411; inhibition, % at 5.17 µM; HEK293T DAGLB membrane lysate, EnzChek fluorogenic substrate; in the data active means inhibition above about 34%;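 further: 0% = enzyme with vehicle and 100% = wells lacking enzyme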
Target sequence (Q8NCG7 whole entry, looked up): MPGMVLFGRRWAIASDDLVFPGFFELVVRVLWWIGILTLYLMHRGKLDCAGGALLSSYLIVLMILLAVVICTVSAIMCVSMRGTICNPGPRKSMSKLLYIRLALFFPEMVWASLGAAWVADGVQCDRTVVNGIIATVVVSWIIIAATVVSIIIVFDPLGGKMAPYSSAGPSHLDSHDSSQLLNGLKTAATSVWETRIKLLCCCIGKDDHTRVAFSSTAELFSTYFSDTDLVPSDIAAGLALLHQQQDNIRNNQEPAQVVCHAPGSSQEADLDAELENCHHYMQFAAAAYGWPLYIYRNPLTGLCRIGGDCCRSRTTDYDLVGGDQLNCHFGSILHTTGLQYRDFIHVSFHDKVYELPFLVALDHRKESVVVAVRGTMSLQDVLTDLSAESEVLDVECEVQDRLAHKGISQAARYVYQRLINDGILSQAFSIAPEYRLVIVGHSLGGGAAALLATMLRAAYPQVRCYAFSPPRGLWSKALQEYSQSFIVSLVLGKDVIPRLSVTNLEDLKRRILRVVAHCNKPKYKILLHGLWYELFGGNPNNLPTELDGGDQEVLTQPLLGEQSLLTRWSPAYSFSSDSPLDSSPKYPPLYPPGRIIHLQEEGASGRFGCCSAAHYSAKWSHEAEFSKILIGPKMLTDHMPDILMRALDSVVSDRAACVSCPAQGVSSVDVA
CAL PDZ FP-1 = inhibitors of human CAL PDZ peptide binding; Q9HD26; purified CAL PDZ, TMR-peptide fluorescence polarization, 1 h; inhibition, % at 24.9 µM; hit rate 0.92% among 300,000; AID 602252;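 active means mean inhibition of at least 30% with at least half of replicates also reaching 30%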;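 further: 0% = DMSO neutral control and 100% = excess unlabeled competitor peptide PRC23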
PKA-R2B activ = activators of human PKA-R2B complex | PKA-R2B holoenzyme dissociation, Cy5-IP20 fluorescence polarization; R2B truncated from residue 108, S112A mutant; 0% DMSO only, 100% 113 µM cGMP | activation, % at 11.4 µM | hit rate 0.079% among 340,000 | AID 504700;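 active means activation above a cutoff set at the mean over all compounds plus 3 SD, cut at about 18% in these data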;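 further: higher means more holoenzyme dissociation and a rise in polarization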
RTF Ca sens inh = cardiac RTF calcium desensitization; hit rate 0.12% among 340,000; inhibition, % at 7.15 µM; AID 493244; IANBD-labeled cardiac RTF, Ca2+ fluorescence;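 active means inhibition above the mean inhibition of all tested compounds plus 3 SD, cut at about 17% in these data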;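 further: assay run at fixed EC70 calcium of 1.6 mM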
CAL PDZ FP-2 = blocks peptide binding to human CAL PDZ domain; Q9HD26; purified CAL PDZ, TMR-peptide fluorescence polarization, 1 h; inhibition, % at 20 µM; hit rate 0.02% among 330,000; AID 504414;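 active means highest replicate inhibition of at least 40%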;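 further: plate controls were DMSO neutral control wells for no effect and unlabeled competitor peptide control wells for full effect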
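Test system: purified CerCALP PDZ construct; Compound dosing: one concentration, 20 µM compound; Also added: TMR-labelled reporter peptide T*-PRC34 bound in PDZ groove; Read-out: inhibition from polarization loss; Controls: unlabelled peptide and DMSO controls; Signal: FP readout, S and P plane fluorescence; Incubation: 1 h at RT.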
cardiac RTF act = increases calcium sensitivity of human cardiac regulated thin filaments; activation, % at 7.2 µM; hit rate 0.24% among 340,000; IANBD-labeled TnC RTF fluorescence at EC20 calcium; 0% EC20 calcium, 100% full calcium;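 active means activation above the mean over all tested compounds plus 3 SD, cut at about 30% in these data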;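 further: rise in fluorescence read as greater calcium sensitivity of cardiac thin filaments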
Rtt109 HAT inh = C. albicans Rtt109 histone acetyltransferase inhibition; Q5AAJ8; purified Rtt109/Vps75, ThioGlo CoA-SH fluorescence, 4 h; inhibition, % at 34.9 µM; hit rate 0.16% among 330,000;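 active means inhibition of at least 50% in every replicate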
Target sequence (Q5AAJ8 whole entry, looked up): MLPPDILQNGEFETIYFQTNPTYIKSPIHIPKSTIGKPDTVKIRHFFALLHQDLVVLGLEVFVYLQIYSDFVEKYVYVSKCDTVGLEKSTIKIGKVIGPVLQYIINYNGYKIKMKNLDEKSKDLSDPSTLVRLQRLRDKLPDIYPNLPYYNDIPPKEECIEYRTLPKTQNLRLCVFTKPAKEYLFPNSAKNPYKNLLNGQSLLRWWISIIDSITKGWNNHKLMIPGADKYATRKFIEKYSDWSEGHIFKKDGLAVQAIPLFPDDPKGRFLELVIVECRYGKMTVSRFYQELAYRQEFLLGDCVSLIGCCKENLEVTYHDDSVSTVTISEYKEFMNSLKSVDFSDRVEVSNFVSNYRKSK
C-LANA FP = inhibitors of KSHV LANA C-terminal domain DNA binding. MBP-C-LANA/FAM-LBS DNA binding, fluorescence polarization. inhibition, % at 9 µM. hit rate 0.078% among 340,000. AID 504423;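 active means highest replicate inhibition at or above 60% at 9 µM, even if other replicates fall short; inactive means all replicates below 60% inhibition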;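 further: 0% = neutral control wells and 100% = 4 µM acridine orange control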
Keap1 Nrf2 FP = disrupts human Keap1 binding to Nrf2 peptide | hit rate 0.15% among 340,000 | AID 504523 | Q14145 | inhibition, % at 9.4 µM | Keap1 Kelch-Nrf2 peptide fluorescence polarization, 1536-well; in the data active means inhibition above about 12%;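 further: human Keap1 Kelch domain with fluorescein labeled Nrf2 9mer peptide probe; 0% = neutral control wells and 100% = peptide positive control; higher means more block of Keap1 binding to Nrf2 peptide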
SR-BI uptake up = enhances SR-BI lipid uptake from DiI-HDL. activation, % at 12.5 µM. CHO ldlA[mSR-BI] cells, DiI-HDL uptake fluorescence, 3 h; 100 = double the neutral-control signal. hit rate 0.096% among 320,000;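 active means mean replicate activation of at least 60% and every replicate at or above 60%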;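 further: 0% = median plate neutral-control signal and 100% = twice that signal; values of inactives mirror those of a sister screen read the other way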
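Material: SR-BI-overexpressing, LDLR-lacking CHO cells; schedule: compound exposure 3 h, 37 °C; reagent: DiI-labelled HDL at 10 µg/mL final; technique: bottom-read fluorescence, 550/595 nm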
* hit, by the source's call; i = inactive; / = not tested or not shown.

SMILES	DAGLB inh	CAL PDZ FP-1	PKA-R2B activ	RTF Ca sens inh	CAL PDZ FP-2	cardiac RTF act	Rtt109 HAT inh	C-LANA FP	Keap1 Nrf2 FP	SR-BI uptake up
COc1ccc(-c2noc(CCCC(=O)Nc3cccnc3)n2)cc1OC	-1	-5	4	0	-1.7	5	0	0.1	-4	27
COc1ccc(C2NC(=O)NC(C)=C2C(=O)Nc2cc(C)ccc2C)cc1OC (centres undefined)	1	-1	5	-7	-1.4	3	-2	0.7	2	3
CC(C)CCNC(=O)C(c1ccc(O)cc1)N(Cc1cccs1)C(=O)C1COc2ccccc2O1 (centres undefined)	-3	-2	-11	-5	-2.6	6	2	-0.4	-2	-7
Cc1cccnc1NC(=O)c1cccc(S(=O)(=O)N2CCCC2)c1	0	-4	0	-5	-2.6	1	-4	0.9	0	11
COc1ccc(CCNc2c(C)c(C)nc3ncnn23)cc1	-2	/	-7	-9	0.0	2	6	-0.5	1	9
Cn1cncc1C(=O)c1ccccc1	-3	/	-1	-1	-0.6	6	0	1.3	-2	8
CC1=C(C(=O)Nc2ccccc2C(=O)NC2CCC(C)CC2)SCCO1 (centres undefined)	1	-1	2	-1	0.7	-3	5	1.1	-3	-13
CCN1C(=O)/C(=C\C=C\c2ccccc2[N+](=O)[O-])SC1=S	-1	2	8	-5	/	0	1	0.9	-3	-30
Cc1ccn2cc(C(=O)NC3CCN(Cc4ccccc4)CC3)nc2c1	0	-1	-17	-7	-3.3	7	/	-0.1	-5	-10
CC1CCCN(C(=O)COC(=O)C2CCN(S(=O)(=O)c3ccc(Cl)c(C(F)(F)F)c3)CC2)C1 (centres undefined)	-6	1	-3	-19	-2.3	-10	7	0.7	-5	6
COC(=O)c1cc(Cl)nc2ccccc12	-1	2	-5	-4	-1.5	-5	0	0.5	1	13
O=C(NC1CCCCC1)N1CCC(c2nc(-c3ccc(S(=O)(=O)N4CCCC4)cc3)no2)CC1	1	-2	-16	3	/	-3	-4	-0.9	3	-37
COc1ccc(C(=O)NNS(=O)(=O)c2ccc(C)cc2)cc1	0	-3	4	-16	-1.4	-8	-2	-0.4	1	-2
Cc1ccc(NC(=O)Cc2ncon2)cc1Cl	-3	-4	-2	-8	-1.1	0	11	-0.9	-2	11
Cc1ccc(C(=O)N2CCN(c3cccc(C)c3C)CC2)cc1S(=O)(=O)N1CCOCC1	-1	-2	6	-3	-1.2	-5	4	0.4	-2	-32
CC1CCN(c2c([N+](=O)[O-])c(=O)n(-c3ccccc3)c3ccccc23)CC1	-1	0	6	1	-1.5	-4	-5	1.1	-1	19
CN(C(=O)c1ccc(NC(=O)Cc2cccc(NC(=O)C3CCN(C(=O)CCc4ccccc4)CC3)c2)cc1)C1CCCC1	-2	-2	-9	1	-1.5	-5	6	0.5	-4	-71
COc1ccc(CC(NC(C)=O)C(=O)NC2CCN(C(=O)c3cccc(Cl)c3)CC2)cc1OC (centres undefined)	1	0	12	-2	-1.7	-2	4	-0.1	-6	/
CC(C)Cn1c(CCCNC(=O)c2ccc(F)cc2)nc2ccccc21	-1	1	1	-6	0.1	1	-1	-2.1	-3	-32
Cc1cc(=O)[nH]c(N/N=C/c2ccc(N(C)C)cc2)n1	1	0	7	-2	-0.3	9	4	-0.5	-5	20
O=C(/C=C/c1ccccc1Br)c1ccc2c(c1)OCO2	-3	-3	-17	9	-0.5	-3	-6	-2.2	-4	15
O=C(NC1CCCCC1)NS(=O)(=O)c1ccc2c(c1)CCC2	-1	0	-3	0	-0.3	-1	-1	-1.0	-2	16
CC1=C([N+](=O)[O-])C(c2cccc(Br)c2)C2=C(N1)c1ccccc1C2=O (centres undefined)	11	-4	-3	3	1.0	-3	7	0.5	1	-17
CC1CCN(C(=O)CSc2nnc(CN3CCOCC3)n2-c2ccccc2)CC1	-1	-4	-8	5	-0.3	-3	4	1.0	-1	23
O=C1Nc2ccccc2N(O)N1c1ccc(S(=O)(=O)N2CCCCCC2)cc1	1	-2	-6	-9	-0.1	9	7	-0.7	0	32
O=C(c1ccco1)N1CCN(C(=O)c2cc(Cl)nc3ccccc23)CC1	0	-2	-16	-3	-2.1	9	-5	0.9	-2	-13
COc1ccccc1OCc1ccc(C(=O)NCc2ccco2)o1	-2	-1	-5	-7	-2.3	-6	0	-1.2	-5	12
C=C(C)CN(CC)C(=O)COc1ccc(S(=O)(=O)Nc2ccc(OC)cc2)cc1	0	0	8	-3	-4.0	2	-7	-0.7	-3	/
Cc1ccc2cc3cc(C(=O)NCCCN4CCc5ccccc5C4)oc3nc2c1	0	-2	-4	2	-5.4	-2	9	-2.8	3	-39
Cc1ccc(NC2=C(N3CCOCC3)C(=O)c3ccccc3C2=O)cc1	-8	-1	-1	-18	-1.2	1	5	0.8	-3	-60

Arranged by value in PKA-R2B activ (smallest number first): five from the list above.
mol | PKA-R2B activ
O=C(/C=C/c1ccccc1Br)c1ccc2c(c1)OCO2 | -17
COc1ccccc1OCc1ccc(C(=O)NCc2ccco2)o1 | -5
Cc1ccc2cc3cc(C(=O)NCCCN4CCc5ccccc5C4)oc3nc2c1 | -4
Cc1ccc(NC2=C(N3CCOCC3)C(=O)c3ccccc3C2=O)cc1 | -1
C=C(C)CN(CC)C(=O)COc1ccc(S(=O)(=O)Nc2ccc(OC)cc2)cc1 | 8

Next structures:
SMILES	DAGLB inh	CAL PDZ FP-1	PKA-R2B activ	RTF Ca sens inh	CAL PDZ FP-2	cardiac RTF act	Rtt109 HAT inh	C-LANA FP	Keap1 Nrf2 FP	SR-BI uptake up
CC1=C(C#N)C(NC(=O)c2ccco2)(C(F)(F)F)C(=O)N1 (centres undefined)	0	-3	-10	-4	-2.7	-2	-5	1.6	2	22
O=C(CN1C(=O)c2ccccc2C1=O)Nc1ccccc1C(F)(F)F	3	-2	-9	1	-0.1	3	-7	6.2	4	5
C/C(CC(=O)Nc1cccc(C(F)(F)F)c1)=N\NC(=O)c1ccncc1	0	-5	8	0	-1.0	-7	12	-1.5	-2	9
CC(=C\c1ccccc1)/C=C1/SC(=O)N(CCCC(=O)Nc2ccc(C(=O)O)cc2)C1=O	3	2	-5	-7	-1.7	4	22	-1.3	0	41
O=C1c2ccccc2N2C(=O)c3ccccc3C2N1O (centres undefined)	1	-1	-2	3	/	6	6	-1.7	-2	24
CCCc1cc(=O)oc2c(C)c(OCC(=O)Nc3cccnc3)ccc12	-2	12	-25	0	-4.0	-2	10	-0.3	-2	-28
O=C(OCC(=O)N1CCCc2ccccc21)c1cccc(S(=O)(=O)N2CCc3ccccc32)c1	-5	2	4	-5	0.5	1	-20	0.0	5	-8
COCCn1c(SCC(=O)Nc2cc(C)on2)nc2ccccc2c1=O	-5	0	2	-4	-0.2	-2	-1	-0.6	-5	-4
O=C(NCC(c1ccco1)N1CCc2ccccc2C1)c1ccc(Cl)cc1 (centres undefined)	-4	-5	-3	-4	0.0	-6	4	0.9	-1	8
Nc1ccc(S(=O)(=O)Nc2cc(Cl)c(N)c(Cl)c2)cc1	1	4	9	-13	0.0	4	-3	-1.5	0	0
COc1cc(NC(=O)CSc2nc(=O)n(CCN3CCOCC3)c3c2CCCC3)cc(OC)c1	-4	0	-12	-13	-4.5	9	20	-0.5	0	21
Cc1cc(S(=O)(=O)NCc2ccccn2)c(Cl)cc1Cl	0	-2	-18	-9	-0.4	1	-2	3.0	-7	10
Cc1ccc(S(=O)(=O)N2CCCCC2)cc1NC(=O)COC(=O)c1cc[n+]([O-])cc1	1	-2	6	-2	-1.7	5	-16	0.9	0	4
C/C(=C\C(=O)c1cccnc1)Nc1ccc(C(=O)O)cc1	-1	-5	2	-6	0.3	5	1	1.3	-11	5
O=C(NCCC1=CCCCC1)C1CCN(S(=O)(=O)N2CCOCC2)CC1	-4	-3	-5	-5	0.2	0	-3	-0.1	-1	-5
Cc1ccc(NC(=O)c2cc(S(=O)(=O)c3ccccc3)ccc2Cl)cc1	-4	-2	6	-4	/	-6	9	-1.0	-1	-17
CC(C)c1ccc(-c2nc3ccccc3s2)cc1	-11	2	-4	-12	0.2	1	13	1.3	-6	/
Oc1cccc(C2c3[nH]c4ccccc4c3CCN2Cc2cnn(-c3ccccc3)c2)c1 (centres undefined)	-1	1	8	-1	-1.1	-2	-10	-0.4	-4	-21
N/C(=N\OC(=O)c1ccccc1[N+](=O)[O-])c1ccccn1	-1	1	-1	-3	-0.4	1	1	0.5	-2	-10
Cc1cc(C)cc(N2CCCC2=O)c1	-2	-5	-3	-10	-1.9	-4	/	0.2	2	27
COc1ccc(S(=O)(=O)NCC2CCCN(Cc3cccc(C(C)=O)c3)C2)cc1 (centres undefined)	0	-3	9	-1	-1.8	-9	-14	6.0	-1	3
Cc1cc(OCC(=O)Nc2ccc3oc(=O)ccc3c2)ccc1Cl	-2	-9	-12	-5	-3.4	1	-3	-0.4	-1	-4
O=C(O)c1ccc(-n2c(-c3cc(C4CC4)[nH]n3)n[nH]c2=S)cc1	2	-2	-6	-2	-2.0	-2	19	0.0	0	/
COc1ccc(NS(=O)(=O)c2cc(NC(=O)c3cc(=O)c4ccccc4o3)ccc2OC)cc1	-1	2	6	-7	-11	-2	-17	-2.0	-2	-52
CCCc1nc2n[nH]c(N)c2c2c1COC(C)(C)C2	3	5	17	3	-1.6	-1	-14	-0.6	-7	2
NS(=O)(=O)c1cccc2c1c([N+](=O)[O-])cc1nc(O)c(O)nc12	4	-4	-9	3	-1.1	-1	-4	0.9	2	-1
COc1cc(C(=O)NNC(=O)C2CC=CCC2C(=O)O)cc(OC)c1OC (centres undefined)	-3	-3	2	7	-1.2	-5	3	2.3	1	18
COc1ccc(CN(C)C(=O)CNC(=O)c2ccc(C)cc2)cc1	-3	2	-2	4	-1.0	-1	4	-0.1	-5	1
CC1Cc2ccccc2N1C(=O)CN1CCCCC1 (centres undefined)	-2	-2	-4	-6	-2.2	-4	2	0.8	-6	-5
Cc1cccc(N2CCN(C(=O)CS(=O)(=O)Cc3nc(-c4ccccc4F)oc3C)CC2C)c1 (centres undefined)	0	/	-3	-8	0.0	1	-2	-0.5	-4	-43
O=c1ccc2ccc(O)cc2o1	-2	5	2	-7	-0.2	7	i	0.3	-4	6
CC(=O)Nc1ccc(NC(=O)Cn2c(=O)n(-c3ccc(C)cc3)c(=O)c3oc4ccccc4c32)cc1	2	-3	-2	-3	-2.2	0	20	-1.8	0	16
Cc1ccc(NC2=NC(c3ccc(C)cc3)n3c(nc(C)cc3=O)N2)cc1 (centres undefined)	-5	2	-2	-4	-1.6	4	-6	0.4	-3	5

One compound at a time (already shown). Values in the order: DAGLB inh	CAL PDZ FP-1	PKA-R2B activ	RTF Ca sens inh	CAL PDZ FP-2	cardiac RTF act	Rtt109 HAT inh	C-LANA FP	Keap1 Nrf2 FP	SR-BI uptake up
Profile of Cc1cc(OCC(=O)Nc2ccc3oc(=O)ccc3c2)ccc1Cl → -2	-9	-12	-5	-3.4	1	-3	-0.4	-1	-4
Profile of COc1ccc(CN(C)C(=O)CNC(=O)c2ccc(C)cc2)cc1 → -3	2	-2	4	-1.0	-1	4	-0.1	-5	1
